Screens (PubChem BioAssay)
CHOP UPR activ = activators of apoptotic CHOP UPR arm, primary screen, cell-based, CHO-CHOP luciferase reporter, luminescence, uHTS. UPR activation; percent of tunicamycin response over DMSO baseline. activation, % at 10 µM. 330,000 compounds, 0.34% hits. AID 449763, 2010;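 active = at 10 µM dose, activation of 40% or more, normalized to positive control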;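 also: 100% = tunicamycin at 10 µg/mL and 0% = DMSO alone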
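assay system = CHO CHOP reporter cells | amount = 500 CHO-CHOP cells per well | buffer or medium = F12 with 10% FBS | incubation = 16-18 h cell attachment, then 6 h compound exposure, 37 °C | detection = luminescence read with Steady-Glo | read-out = percent activation relative to tunicamycin control | controls = tunicamycin high control, DMSO low control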
UPR XBP1 act = activators of adaptive XBP1 UPR arm, primary screen, cell-based, CHO-XBP1 luciferase reporter, luminescence, uHTS. activation, % at 20 µM. 330,000 compounds, 0.33% hits. IRE1-XBP1 UPR activation; percent of tunicamycin response, DMSO as zero. AID 463104, 2010;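 active = versus positive control, 20 µM dose yields 30% or more activation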;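 also: 100% = tunicamycin at 10 µg/mL and 0% = DMSO only wells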
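Assay system: IRE1-XBP1 luciferase reporter CHO line. Input: 1000 cells/well. Buffer or medium: F12 with 10% serum. Doses: 20 µM, 1% DMSO. Times: overnight seeding at 37 °C, 6 h compound treatment at 37 °C. Technique: Steady-Glo luciferase glow luminescence, 10 min after reagent addition.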
TIM10 inh = growth inhibitors of isogenic TIM10 control yeast, primary screen, counter-screen for tim10-1 yeast inhibitor project, luminescence, uHTS | S. cerevisiae TIM10 strain growth, BacTiter-Glo luminescence, 24 h | inhibition, % at 10 µM | 330,000 compounds, 1.4% hits;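 active = inhibition of 40% or more at the single tested concentration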;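 also: wild-type TIM10 isogenic control strain grown at permissive 25 °C; 0% = DMSO yeast wells and 100% = minimal medium wells without yeast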
697 NFkB inh = inhibitors of PMA/ionomycin-induced NF-kB reporter, 697 cells, primary screen, B-cell NF-kB inhibitor project, cell-based, luminescence, uHTS | inhibition, % at 4 µM | AID 435022, 2010 | 330,000 compounds, 0.33% hits | 697 B-cell NF-kB luciferase reporter, 16 h; in the data active = inhibition above about 35%
tim23-1 inh = growth inhibitors of tim23-1 mutant yeast, primary screen, luminescence, uHTS | inhibition, % at 20 µM | 330,000 compounds, 1.3% hits | S. cerevisiae tim23-1 growth, BacTiter-Glo luminescence, 24 h | AID 463212, 2010;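 active = growth inhibition of the mutant yeast at or above 50%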;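 also: temperature-sensitive mutant grown at 25 °C; plate controls were DMSO-treated mutant yeast for no effect and medium wells lacking yeast for full effect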
Jurkat NFkB inh = inhibitors of induced NF-kB luciferase reporter, primary screen, TCR NF-kB activation inhibitor project, cell-based, luminescence, uHTS; inhibition, % at 4 µM; AID 435003, 2010; Jurkat, PMA/ionomycin-induced NF-kB luciferase reporter; 330,000 compounds, 0.53% hits; in the data active = inhibition above about 50%
tim10-1 inh = growth inhibitors of tim10-1 mutant yeast, primary screen, luminescence, uHTS | AID 463190, 2010 | S. cerevisiae tim10-1 ts strain growth, BacTiter-Glo, 24 h | 330,000 compounds, 2.2% hits | inhibition, % at 20 µM;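 active = inhibition of at least 40%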;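 also: mutant grown at 25 °C; 0% = DMSO wells with yeast and 100% = wells holding no yeast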
Mdm2-MdmX inh = inhibitors of human Mdm2-MdmX association, primary screen, cell-based, luminescence, split luciferase, SaOS-2, uHTS | Protein Mdm4 (Homo sapiens) + E3 ubiquitin-protein ligase Mdm2 (Homo sapiens), … | inhibition, % at 8 µM | 330,000 compounds, 3% hits | SaOS-2 split-luciferase Mdm2/MdmX complementation;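 active = inhibition of at least 50% at 8 µM in the primary screen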
Target sequence (O15151 whole entry, looked up): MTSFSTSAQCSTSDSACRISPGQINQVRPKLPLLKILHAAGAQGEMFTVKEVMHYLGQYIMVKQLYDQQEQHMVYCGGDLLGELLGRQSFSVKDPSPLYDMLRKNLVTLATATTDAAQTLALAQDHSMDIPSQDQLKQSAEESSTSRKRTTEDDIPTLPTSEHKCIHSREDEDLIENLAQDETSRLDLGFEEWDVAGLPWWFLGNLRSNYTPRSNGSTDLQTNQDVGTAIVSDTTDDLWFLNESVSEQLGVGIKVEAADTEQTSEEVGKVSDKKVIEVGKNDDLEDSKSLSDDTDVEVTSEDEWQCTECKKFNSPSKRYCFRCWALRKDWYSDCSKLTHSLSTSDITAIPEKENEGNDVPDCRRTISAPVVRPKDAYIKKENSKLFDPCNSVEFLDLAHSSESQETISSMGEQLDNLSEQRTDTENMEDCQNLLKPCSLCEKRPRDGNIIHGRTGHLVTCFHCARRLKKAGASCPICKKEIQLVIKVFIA
Target sequence (Q00987 whole entry, looked up): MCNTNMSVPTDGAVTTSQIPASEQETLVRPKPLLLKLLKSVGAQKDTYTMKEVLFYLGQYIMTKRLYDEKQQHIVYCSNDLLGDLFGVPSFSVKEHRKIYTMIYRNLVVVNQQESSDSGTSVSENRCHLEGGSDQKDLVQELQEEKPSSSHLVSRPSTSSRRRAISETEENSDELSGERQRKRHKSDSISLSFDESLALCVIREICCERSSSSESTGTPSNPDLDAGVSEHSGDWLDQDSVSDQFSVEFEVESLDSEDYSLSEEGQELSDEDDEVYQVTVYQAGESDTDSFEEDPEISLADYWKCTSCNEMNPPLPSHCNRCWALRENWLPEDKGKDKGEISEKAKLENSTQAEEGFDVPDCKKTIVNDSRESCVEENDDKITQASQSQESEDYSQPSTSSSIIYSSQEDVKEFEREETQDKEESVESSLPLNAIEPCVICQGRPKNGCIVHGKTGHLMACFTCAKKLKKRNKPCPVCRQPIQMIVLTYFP
The depositor's hits bear a star.

SMILES | CHOP UPR activ | UPR XBP1 act | TIM10 inh | 697 NFkB inh | tim23-1 inh | Jurkat NFkB inh | tim10-1 inh | Mdm2-MdmX inh
O=C(O)C1CC=C(Cl)CC1C(=O)NC1CCCCC1 (stereo not drawn) | 0.0 | -6 | 7 | -18 | -5 | 5 | -2 | 6
CCOC(=O)c1cccc(P(C)(C)=O)c1 | 3.9 | 3 | -1 | -9 | 4 | 0 | 6 | 24
CCOc1ccc(N=Nc2ccc(O)c3ncccc23)cc1 | 15 | 3 | 21 | -117 | 36 | 89* | 4 | 68*
C=CCn1c(COc2cccc(C)c2)nnc1SCC(=O)c1c[nH]c2c(CC)cccc12 | -0.8 | -3 | 2 | 15 | -4 | -3 | 11 | -27
Oc1ccc(C[C@H]2CNCCN2CCc2cccc3ccccc23)cc1 | -0.4 | 4 | -4 | 8 | 8 | 12 | -9 | 37
Cc1ccc(S(=O)(=O)Nc2nc3ccccc3nc2N2CCOCC2)cc1 | -0.6 | -4 | 17 | 21 | 43 | 9 | 25 | -9
CCN(CC)CCNCc1ccc(OCc2ccc(Cl)nc2)c(OC)c1 | 1.5 | -1 | 4 | -10 | 4 | -30 | 8 | -3
COc1ccc(N/C=C/C(=O)c2ccc3c(c2)OCO3)cc1OC | 4.2 | 3 | 4 | -55 | 9 | -89 | 14 | 29
CC(C)Oc1ccc(C(=O)NC2(C(F)(F)F)NC(=O)N(CCCc3ccccc3)C2=O)cc1 (stereo not drawn) | 2.4 | 2 | 4 | -47 | 43 | 25 | 43* | 3
CCCCC(=O)OCC(=O)N1N=C(c2c[nH]c3ccccc23)C(O)C1c1ccc(OC)cc1 (stereo not drawn) | 2.5 | 7 | 7 | -21 | 8 | -44 | 35 | 23

The last 2 compounds of the part above lead into the next:
SMILES | CHOP UPR activ | UPR XBP1 act | TIM10 inh | 697 NFkB inh | tim23-1 inh | Jurkat NFkB inh | tim10-1 inh | Mdm2-MdmX inh
CC(C)Oc1ccc(C(=O)NC2(C(F)(F)F)NC(=O)N(CCCc3ccccc3)C2=O)cc1 (stereo not drawn) | 2.4 | 2 | 4 | -47 | 43 | 25 | 43* | 3
CCCCC(=O)OCC(=O)N1N=C(c2c[nH]c3ccccc23)C(O)C1c1ccc(OC)cc1 (stereo not drawn) | 2.5 | 7 | 7 | -21 | 8 | -44 | 35 | 23
CCOc1ccc(NC(=O)CN(C)CC(=O)Nc2ccccc2C#N)cc1OCC | -0.6 | -2 | 3 | 0 | 17 | 1 | 14 | -6
CCOC(=O)c1ccc(NC(=S)N2CCN(CCNC3=CC(=O)CC(C)(C)C3)CC2)cc1 | -0.6 | 0 | -7 | 9 | -1 | 7 | 5 | 9
CCC(C)(C)C(=O)O | -1.9 | 0 | 5 | 5 | 5 | 6 | -8 | 14
O=C(O)/C=C/C(=O)NCc1cn(-c2ccccc2)nc1-c1cccc(Br)c1 | -1.9 | -1 | 17 | 7 | 14 | -1 | 21 | -13
CC(=O)c1ccc(Nc2cc(C)nc3ncnn23)cc1 | 0.3 | -5 | 0 | 7 | 6 | 9 | 7 | 7
CN(C)CCNC(=S)Nc1ccc(F)c(F)c1F | -0.4 | 0 | 14 | 16 | 13 | -8 | 3 | -9
CCCC(Oc1ccc(Br)cc1)c1nc2c3cc(OC)c(OC)cc3nc(=S)n2[nH]1 (stereo not drawn) | -1.1 | 5 | -23 | 3 | 19 | -5 | 39 | 50
COc1cccc(OC)c1CN1CCCC(C(=O)c2ccccc2SC)C1 (stereo not drawn) | 1.2 | -4 | -1 | -9 | 12 | 27 | 10 | 32
Cc1cc(C)c(C)c(OCCOCCNCc2ccccc2)c1 | 0.4 | -1 | 6 | -16 | 16 | 1 | 2 | -1
O=C(c1cc(COc2ccc(F)cc2Cl)on1)N1CCN(c2cnccn2)CC1 | 1.0 | -5 | 34 | 8 | 47 | -3 | 50* | -2
Cc1ccc(/C=C/C(=O)Nc2cc(C)on2)cc1 | 3.5 | 3 | 6 | -14 | -10 | -92 | 10 | -38
O=C1Nc2ccccc2C12OC1CCCCC1O2 (stereo not drawn) | -0.1 | -1 | 16 | -11 | 17 | 16 | 14 | 17
CCN1CCCC1Cn1cnc2c([nH]c3cc(OC)ccc32)c1=O (stereo not drawn) | -2.0 | -7 | -7 | 9 | 2 | -6 | 9 | 20
CS(=O)(=O)NCCCNc1ccc(Cl)cc1[N+](=O)[O-] | -1.3 | -1 | 10 | -19 | 9 | -4 | 20 | 19
CCOc1ccccc1C(=O)Nc1ccc2nc(N3CCN(c4ncccn4)CC3)cc(C)c2c1 | 12 | 12 | 23 | -49 | 14 | 70* | 31 | 96*
CCOC(=O)C1CCN(CC(=O)Nc2c(C(=O)OC)[nH]c3ccccc23)CC1 | 0.6 | 0 | 14 | 26 | 2 | 21 | 26 | 23
CCCCCCc1cc2cc(C(=O)NCc3ccccc3)c(=N)oc2cc1O | 8.7 | 11 | -12 | -10 | 4 | -1 | 13 | 14
Cc1ccc(C)c(OCCCCN2CCNCC2)c1C | 2.9 | -3 | 3 | -46 | -5 | -13 | -16 | -23
COC(C[C@H]1O[C@@H]1[C@@H](O)[C@H](C)OCc1ccccc1)OC | 1.6 | 3 | 0 | 27 | -16 | -13 | -4 | -5
O=C1CCCCCN1Sc1ccccc1 | 0.8 | 18 | 51* | 20 | 58* | 10 | 31 | 6

Structures listed so far that have fluorine, in the order listed:
SMILES | CHOP UPR activ | UPR XBP1 act | TIM10 inh | 697 NFkB inh | tim23-1 inh | Jurkat NFkB inh | tim10-1 inh | Mdm2-MdmX inh
CC(C)Oc1ccc(C(=O)NC2(C(F)(F)F)NC(=O)N(CCCc3ccccc3)C2=O)cc1 (stereo not drawn) | 2.4 | 2 | 4 | -47 | 43 | 25 | 43* | 3
CN(C)CCNC(=S)Nc1ccc(F)c(F)c1F | -0.4 | 0 | 14 | 16 | 13 | -8 | 3 | -9
O=C(c1cc(COc2ccc(F)cc2Cl)on1)N1CCN(c2cnccn2)CC1 | 1.0 | -5 | 34 | 8 | 47 | -3 | 50* | -2

Further entries follow:
SMILES | CHOP UPR activ | UPR XBP1 act | TIM10 inh | 697 NFkB inh | tim23-1 inh | Jurkat NFkB inh | tim10-1 inh | Mdm2-MdmX inh
COc1ccc(C(=O)NCc2ccc3c(c2)cc(C)n3C)cc1OC | -0.7 | 5 | 14 | 17 | 21 | 1 | 3 | -1
Cc1cccc(Sc2c(C=O)c3ccccc3n2C)c1 | 1.7 | 2 | 21 | 15 | 15 | 5 | 13 | 37
COC(=O)c1sc(C(C)(C)C)cc1CS(=O)(=O)c1ccc(Cl)cc1 | -2.2 | -3 | 9 | -6 | 26 | 8 | 16 | 0
N#CCCn1cc(C(=O)Nc2ccc(C(=O)O)cc2)c(-c2cccs2)n1 | 1.9 | 0 | 23 | 1 | 3 | 1 | 11 | -13
CCCN(C(=O)C(=O)Nc1ccc2nc3n(c(=O)c2c1)CCCCC3)c1ccc(OCC)cc1 | 0.6 | 2 | -11 | 17 | 9 | 9 | 0 | 11
CCOC(=O)CSc1nc2cc3c(cc2cc1C)OCO3 | -0.4 | 0 | 19 | 1 | 20 | -4 | 35 | 5
Cc1nn(CCOc2ccccc2)c(=O)n1-c1cccc(F)c1 | 0.4 | 5 | 7 | -42 | 8 | -19 | 5 | 3
Cc1nc2ccc(NS(=O)(=O)c3c(F)cc(F)cc3Br)cc2s1 | 1.2 | -3 | 12 | -18 | 39 | 7 | 30 | 4
Cc1ccc(C2C(C=Nc3c(C)n(C)n(-c4ccccc4)c3=O)=C(c3ccccc3)Oc3ccccc32)cc1 (stereo not drawn) | -1.3 | -3 | 31 | -27 | 29 | 15 | 7 | 27
O=C(/C=C/c1ccc2c(c1)OCO2)NCc1ccco1 | 4.0 | -2 | -4 | -10 | 11 | -16 | 10 | -7
CCn1cc(C(=O)O)c(=O)c2cc(S(=O)(=O)N(C)C)ccc21 | -0.4 | -1 | -9 | 20 | 8 | -1 | 4 | 8
CCOc1ccc2[nH]c3c(=O)n(CCc4ccc(OC)cc4)cnc3c2c1 | -1.7 | 0 | 10 | 12 | 6 | 9 | 7 | 35
CC(C)CN1CCN(Cc2cnc(-c3ccc(Cl)cc3)nc2)CC1CCO (stereo not drawn) | 3.0 | 0 | -12 | -6 | 17 | 1 | -6 | 22
O=C(N/N=C/c1ccc2nccnc2c1)c1ccc(Br)cc1 | 3.8 | 2 | 3 | 16 | -1 | -1 | -14 | 10
NC(=S)NNc1cccc(Cl)c1 | -2.2 | -2 | 13 | 4 | 60* | -6 | 21 | 41
Cc1ccc(S(=O)(=O)Nc2cc(Cl)ccc2-n2cncn2)cc1 | 0.0 | -2 | 8 | 16 | 16 | -5 | 8 | 6
COc1ccc(-n2cnc3sc(-c4ccccc4)cc3c2=O)cc1 | 5.8 | -4 | 10 | -209 | 17 | -139 | -8 | -56
CCSC1=C(C#N)C(c2ccc(C)s2)CC(=O)N1 (stereo not drawn) | 0.0 | -4 | 12 | -16 | 34 | -13 | -23 | -19
CCOC(=O)C1(Cc2ccc(Cl)cc2)CCN(C2CCC2)CC1 | 1.3 | -3 | -8 | -4 | 6 | 22 | 8 | -20
Cc1ccc(OCc2ccc(C(=O)N3CCOCC3)cc2)cc1C | 0.3 | 0 | 3 | -87 | 13 | -71 | 11 | -91
O=C(Nc1ccccc1C(=O)Nc1ccc(Cl)cc1)c1cccnc1 | 2.4 | -2 | 13 | 8 | 44 | 1 | 30 | 29
CCN1CCN(C(=O)c2cc3c(=O)oc4ccc(C)cc4c3s2)CC1 | -0.2 | 2 | 12 | -14 | 24 | -4 | 23 | -42
CCC(=O)NCCc1nc2ccccc2n1Cc1ccc(C)cc1 | -0.4 | -4 | 13 | 10 | 6 | 5 | 22 | -13
COc1ccc(C2/C(=C(/O)c3ccc4c(c3)CC(C)O4)C(=O)C(=O)N2CCCN2CCOCC2)cc1OC (stereo not drawn) | 0.4 | -6 | -11 | 7 | -6 | 10 | -15 | 0
COc1ccccc1N(CC(O)CN1CCC(C)CC1)S(=O)(=O)c1ccccc1 (stereo not drawn) | -0.7 | 2 | -4 | -1 | 9 | -4 | 13 | -8
COc1ccc(OCC(=O)NC(=S)Nc2ccc(S(=O)(=O)Nc3cc(OC)nc(OC)n3)cc2)cc1 | -0.6 | -6 | 14 | -3 | 18 | 7 | 12 | -17
CCCN(CCC)Cc1c(C(=O)N/N=C/c2ccc(Br)cc2)nnn1-c1nonc1N | 0.3 | -4 | 7 | 13 | 22 | -17 | 21 | 18
O=C(Nc1ccc(F)cc1F)C1CCN(S(=O)(=O)c2cccnc2)CC1 | 0.5 | -3 | -2 | 16 | -7 | -8 | 4 | -1
O=C1N(c2ccccc2)C[C@@H]2C[C@@H](c3cc4ccccc4o3)N3CCC[C@@]123 | -4.5 | -3 | 9 | -40 | 20 | 72* | 21 | 98*
NC(=O)C1CCN(C(=O)NC(=O)c2ccccc2)CC1 | 1.0 | 1 | 9 | 15 | 4 | 7 | 23 | 10
C[C@@H](O)[C@H]1O[C@]2(C)CCC[C@H]1O2 | -1.3 | 2 | 4 | 11 | -1 | -8 | -20 | 8
CCCCOc1ccc(-c2c(C#N)c(N)nc(SCC(N)=O)c2C#N)cc1 | 1.2 | 1 | 5 | -7 | -3 | -13 | -5 | 55*
CNc1cc(CS(=O)c2ccccc2)nc(-c2ccccc2)n1 (stereo not drawn) | -1.3 | 3 | -10 | -9 | 2 | -14 | -4 | -3
